EBI2 antag: EBI2 receptor antagonists, beta-arrestin recruitment, primary screen, cell-based, luminescence, 7a,25-OHC stimulation, uHTS; G-protein coupled receptor 183 (Homo sapiens), P32249; 7a,25-OHC stimulated; inhibition, % at 5 µM; actives 0.81% (n = 360,000); AID 651636, 2012; in the data active = inhibition above about 38%;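 note: enzyme fragment complementation signal reports receptor beta-arrestin coupling in cells; 0% = agonist plus DMSO wells and 100% = wells without agonist; some results beyond the cut were filed as inactive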
Target sequence (P32249 whole entry, looked up, the tested form may be a part): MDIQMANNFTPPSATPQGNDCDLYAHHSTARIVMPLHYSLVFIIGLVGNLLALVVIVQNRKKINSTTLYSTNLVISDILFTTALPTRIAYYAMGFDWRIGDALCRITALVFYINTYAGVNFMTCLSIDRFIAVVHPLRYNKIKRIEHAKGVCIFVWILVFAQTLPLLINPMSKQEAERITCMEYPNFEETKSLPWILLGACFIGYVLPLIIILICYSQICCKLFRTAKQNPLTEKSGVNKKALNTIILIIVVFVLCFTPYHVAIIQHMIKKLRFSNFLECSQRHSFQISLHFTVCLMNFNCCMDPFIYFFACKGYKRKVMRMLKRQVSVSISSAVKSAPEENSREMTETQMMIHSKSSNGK
CXCR6 inh: CXCR6 receptor inhibitors, primary screen, cell-based, beta-arrestin, luminescence, CHO-K1 PathHunter, 1536-well; inhibition, % at 20 µM; actives 0.36% (n = 360,000); AID 602244, 2012; in the data active = inhibition above about 34%, passing the limit was not always enough;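 note: antagonist mode with CXCL16 agonist at 10 nM final; 0% = 10 nM CXCL16 with DMSO and 100% = unstimulated wells without agonist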
CCR6 antag: CCR6 receptor antagonists, primary screen, cell-based, CHO-K1, luminescence, beta-arrestin, uHTS; C-C chemokine receptor type 6 (Homo sapiens), P51684; CHO-K1 CCR6 PathHunter beta-arrestin, CCL20-stimulated; inhibition, % at 20 µM; actives 0.49% (n = 340,000);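 active = compounds whose inhibition of the agonist-driven luminescence signal at 20 µM reaches about 50%, limit read from the data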;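 note: cells stimulated with CCL20 at 14 nM final; plate controls were DMSO with CCL20 for no effect and DMSO without agonist for full effect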
Target sequence (P51684 whole entry, looked up): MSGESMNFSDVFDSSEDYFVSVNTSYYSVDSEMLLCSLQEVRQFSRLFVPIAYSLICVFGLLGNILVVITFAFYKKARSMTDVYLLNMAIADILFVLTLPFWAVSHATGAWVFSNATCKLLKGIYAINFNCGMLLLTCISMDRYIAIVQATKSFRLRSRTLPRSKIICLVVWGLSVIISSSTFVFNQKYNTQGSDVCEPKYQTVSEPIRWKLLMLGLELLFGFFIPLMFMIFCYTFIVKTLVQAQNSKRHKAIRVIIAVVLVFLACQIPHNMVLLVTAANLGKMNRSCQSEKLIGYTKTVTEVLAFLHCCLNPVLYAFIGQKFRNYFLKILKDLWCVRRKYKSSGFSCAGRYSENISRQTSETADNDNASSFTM
Numbers without * were called inactive. Only part of the results is shown; the hit share may differ from the screen's.

Compound	EBI2 antag	CXCR6 inh	CCR6 antag
COc1ccc(OCCN(C)CC(=O)Nc2c(C)cccc2C)cc1	3	4	3
COc1ccccc1-c1cc(C(=O)Nc2cccnc2)no1	-4	-5	13
COc1ccc(O)c(C(=O)CC(=O)c2ccncc2)c1	-2	4	5
Cc1ccc(CSc2nnc(SCC(=O)N/N=C/c3c[nH]c4ccccc34)s2)cc1	17	1	-19
O=C(C[n+]1cnn(CC(=O)c2ccc(Cl)cc2Cl)c1)c1ccc([N+](=O)[O-])cc1	-9	-9	-9
O=C(Nc1cc(C(F)(F)F)ccc1Cl)C1CCN(c2nnc(-n3cccc3)s2)CC1	0	9	-9
CCOC(=O)/C=c1/s/c(=C\c2c(OC)ccc3ccccc23)c(=O)n1CC(=O)NCC1CCCO1 (configuration not stated)	4	10	12
CCCCC(=O)OCC(=O)C1(O)Cc2c(O)c3c(c(O)c2C(OC2CC(NC(=O)C(F)(F)F)C(O)C(C)O2)C1)C(=O)c1c(OC)cccc1C3=O (configuration not stated)	-7	18	13
Cc1ccc2c(c1)C(=NC1CCCCC1)c1cc3ccccc3nc1-2	20	8	-4
COc1cc2c(cc1N)-c1ccc(N)cc1C2	-13	-9	-8
COc1ccc(N2CCN(CCNS(=O)(=O)c3cccc4nsnc34)CC2)cc1	0	-7	-17
Cc1cccc(Cc2nc3ccccc3[nH]2)c1	-2	0	7

Part of the list above in order of formula weight, falling:
Compound	EBI2 antag	CXCR6 inh	CCR6 antag
CCCCC(=O)OCC(=O)C1(O)Cc2c(O)c3c(c(O)c2C(OC2CC(NC(=O)C(F)(F)F)C(O)C(C)O2)C1)C(=O)c1c(OC)cccc1C3=O (configuration not stated)	-7	18	13
Cc1ccc(CSc2nnc(SCC(=O)N/N=C/c3c[nH]c4ccccc34)s2)cc1	17	1	-19
COc1ccc(N2CCN(CCNS(=O)(=O)c3cccc4nsnc34)CC2)cc1	0	-7	-17
COc1ccc(O)c(C(=O)CC(=O)c2ccncc2)c1	-2	4	5
Cc1cccc(Cc2nc3ccccc3[nH]2)c1	-2	0	7

Continuation:
Compound	EBI2 antag	CXCR6 inh	CCR6 antag
Oc1cccc(C=NN=C2c3ccccc3-c3ccccc32)c1	3	12	5
CC(C)=N/N=C1/NC(=O)C(c2ccc(Cl)cc2)S1 (configuration not stated)	4	3	8
CC(C)CCN1CCC(CN2C(=O)C(=O)NC[C@@H]2Cc2ccccc2)CC1	-2	-3	-6
Cc1ccc2cc(CN(Cc3cccs3)Cc3nnnn3CC3CCCO3)c(=O)[nH]c2c1C (configuration not stated)	-14	2	13
COc1cc(NS(=O)(=O)c2ccc(NC(=S)NC(=O)c3sc4ccccc4c3Cl)cc2)nc(OC)n1	-21	6	14
CCN(CC)c1ccc(S(=O)(=O)N2CCOCC2)cc1NC(=O)COC(=O)/C=C/c1ccc(O)c(OC)c1	17	-2	10
Cc1cc(-c2nc3ccccc3s2)ccc1N	4	-14	-14
C=C1CC[C@@H]2[C@](C)(CCC[C@@]2(C)/C=C/[C@@H](O)C(C)(C)O)[C@H]1CC(=O)NCCS(=O)(=O)O	-8	-2	-4
COc1ccc(-c2csc(N3C(=O)CNC3=S)n2)cc1	-10	43*	60*
O=C(O)C(S)C(S)C(=O)O (configuration not stated)	3	-1	-7
O=C1CCCCC1(c1ccccc1)c1ccccc1	-4	3	18
Oc1c(Br)cc(Br)cc1/C=N/Nc1ccc(Cl)nn1	-4	20	19
O=C(Nc1cccc(C(=O)N2CCCC2)c1)C1CCCC1	-14	1	19
COc1cc(NCCCn2ccc(NC(=O)OCc3ccccc3)nc2=O)cc(OC)c1OC	-12	-13	3
N#CC(C#N)=C1C=C2C=C(N3CCCCCC3)CCC2CC1 (configuration not stated)	-1	-40	-20
Cc1cccc(-n2c(CCN3C(=O)c4ccccc4C3=O)nc3ccccc3c2=O)n1	-8	-7	9
O=C1CCCCC1Nc1ccc(Cl)cc1 (configuration not stated)	12	-8	4
COc1cc([N+](=O)[O-])c2nc(C=NNC(N)=S)ccc2c1	11	-4	9
O=C(O)CCn1cc(/C=C/C(=O)c2ccc(Cl)cc2)c(-c2ccc(Br)cc2)n1	2	7	20
N=c1c2c(-c3ccccc3)c(-c3ccccc3)n(Cc3ccco3)c2ncn1CCCn1ccnc1	8	11	24
COc1cc(/C=C/c2ccc(/C=C/c3cc(OC)c(OC)c(OC)c3)cc2)cc(OC)c1OC	-2	-7	-2
N#Cc1cc(C(=O)c2ccccc2O)cn(-c2nccs2)c1=O	-8	-4	5
Brc1cc(Br)c2nc(-c3ccc(N4CCOCC4)cc3)ccc2c1	-2	-13	-1
Clc1ccc(CNc2ncnc3[nH]ncc23)c(Cl)c1	-2	-3	2
Nc1c(Br)cc2c(c1Br)C(O)c1ccccc1-2 (configuration not stated)	11	0	1
COCCn1c(N)c(N(Cc2ccccc2)C(=O)c2ccc(N3CCCC3=O)cc2)c(=O)[nH]c1=O	0	-4	-2
COc1ccc(O)c(C(=O)c2cnc3nc4ccccc4n3c2)c1	-3	4	21
CCOC(=O)C1(CCCc2ccccc2)CCN(C(=O)C2=C(C)OCCO2)CC1	5	1	26
COC(=O)C1CCc2c(ccc3c2CCCC3)C1=O (configuration not stated)	-5	-3	-2
COC(=O)c1cc2ccccc2c([N+](=O)[O-])c1O	-15	10	21
O=C(CC1C=CCC1)Nc1ccccc1 (configuration not stated)	-3	2	5
O=C(CC1N=C2c3ccccc3N=C(SCc3ccc(Cl)cc3)N2C1=O)NCc1ccco1 (configuration not stated)	1	6	3
COC(=O)[C@@H](NCc1ccc(B(O)O)cc1)C(C)C	-1	-14	9
O=C(NNc1nc(N2CCOCC2)nc(N2CCOCC2)n1)c1ccccc1	1	6	4
CC(C)Oc1ccc2ccccc2c1CNC[C@H]1O[C@@H](n2cnc(C(N)=O)n2)[C@H](O)[C@@H]1O	1	0	-5
CC(=O)OC1(C(C)=O)CCC2C3CC(C(F)(F)F)C4=CC(=O)CCC4(C)C3CCC21C (configuration not stated)	3	3	12
CCOC(=O)C1(C(=O)OCC)C(C(=O)c2ccccc2)C1c1ccccc1 (configuration not stated)	3	12	22
NC1=C(Cl)C(=O)c2ccc(S(N)(=O)=O)cc2C1=O	-24	11	31
Cc1cc(NC(=O)c2ccc([N+](=O)[O-])o2)ccc1NC(=O)c1ccco1	-21	-16	-14
COc1ccc(C2/C(=C(/O)c3cnn(-c4ccccc4)c3C)C(=O)C(=O)N2CCN(C)C)cc1OC (configuration not stated)	-11	7	-3
CC1=Nc2ccccc2/C1=C/c1sc(=S)n(-c2cccc(C(=O)O)c2)c1O	10	11	34
COC(=O)[C@H](CO)N1C(=O)[C@@H]2[C@H](C1=O)C1C=C[C@H]2C1	-5	4	-2
COc1ccc(CCNC(=O)C2CCCN(c3nn4c(=O)cc(C)nc4s3)C2)cc1OC (configuration not stated)	7	2	-14
CCOC(=O)c1c(CSc2ccccc2)n(C)c2cc(Br)c(OCC(O)CNC(CO)(CO)CO)cc12 (configuration not stated)	8	3	7
COC(=O)C1CC2=C(CCCC2=O)N(c2ccccc2)C1=O (configuration not stated)	-7	2	-12
ON=C1CCCCCCCC1	2	2	-1
Cc1cccc(C(=O)Oc2ccccc2/C=N/Nc2ccc([N+](=O)[O-])cc2)c1	32	17	25
Cc1cc2cc(CN(Cc3cccs3)C(c3nnnn3C(C)(C)C)C(C)C)c3nnnn3c2cc1C (configuration not stated)	13	4	14
O=C1[C@H](Cc2ccccc2)NCCCC[C@@H](c2ccco2)N1Cc1ccccc1	-1	-5	10
CN1CCN(C2=C(Cl)C(=O)c3ccccc3C2=O)CC1	-14	-6	47
CSc1nc(N)nc2c1ncn2C1OC(CO)C(O)C1O (configuration not stated)	-10	-1	3
C=CCN1C=CC(=O)[C@@H](OC(=O)Nc2ccc(Br)cc2)[C@H]1c1ccccc1Br	9	0	-8
O=C1OCCN1c1ccccc1	-3	1	4
CC1=C(C(N)=O)C(c2ccccn2)n2nc(-c3ccccc3Cl)nc2N1 (configuration not stated)	-12	-7	-1
C[C@]12CC[C@H](O)CC1=CCC1C2CC[C@@]2(C)C1CC[C@@H]2NC(=O)[C@@H](N)Cc1cnc[nH]1 (some centres not stated)	11	-2	2
Cc1cc(NC(=O)c2ccc(C(C)(C)C)cc2)no1	-3	-6	-2
CCN(C(=O)COC(=O)C1COc2ccccc2O1)c1c(N)n(Cc2ccccc2)c(=O)[nH]c1=O (configuration not stated)	-1	3	0
CCOC(=O)Cn1c(C(F)(F)F)nc2nc(Cl)c(Cl)nc21	-7	10	-2
O=C(O)CN1C(=O)/C(=C2\C(=O)N(Cc3ccccc3Cl)c3ccccc32)SC1=S	-9	4	18
COc1ccc(C=NNc2nc3c([nH]2)c(=O)n(C)c(=O)n3C)cc1	-3	-13	4

(cont.)
molecule	EBI2 antag	CXCR6 inh	CCR6 antag
CC[C@H](C)[C@H]1CNC(=O)C(=O)N1CC1CCN(CCc2ccccc2)CC1	-11	-6	-8
CCCCC[C@@H](/C=C/C1C(=O)C=C[C@H]1C/C=C\CCCC(=O)OC)OC(C)=O (some centres not stated)	19	2	16
COc1ccc2c(n1)Sc1nc3ccccc3nc1N2	-10	-10	-7
CC1=NOC(=O)/C1=C\c1ccc(-c2ccc(Br)cc2)o1	4	41*	76*
S=C1NCCN1CC1CCN(CC2CCCC2)CC1	2	7	0
O=C(c1ccco1)N1CCN(C(=O)c2ccccc2OC(=O)C23CC4CC(CC(C4)C2)C3)CC1	1	-2	12
CN(C)CCNc1ccc(CO)c2oc3ccc(O)cc3c(=O)c12	7	5	12
O=C(CCCCCCCC(=O)N1CCCCC1)N1CCCCC1	3	1	-1
O=C(NC1(C(=O)O)CCCC1)c1ccccc1	-5	6	5
CCOc1ccc2c(c1)n([O-])c1c([n+]2=O)CCCC1	-10	-7	-24
O=C(NN=Cc1ccccc1O)C1CC1	5	6	3
CCOC(=O)C1=C(O)/C(=C/c2cn(CC(=O)N3CCCC3)c3ccccc23)SC1=Nc1ccccc1	8	3	9
Cc1ccccc1Nc1nc2nonc2nc1N1CCOCC1	-21	3	9
Cc1ccc(S(=O)(=O)/N=C2/C=C(Sc3ncn[nH]3)C(=O)c3ccccc32)cc1	0	81*	92*
CC1CNC(=S)N(c2ccc(F)cc2)C1=O (configuration not stated)	-6	-3	-8
CC(C)(C)OC(=O)N1CCC(C(=O)Nc2ccc(C(=O)NCc3ccccc3)cc2)CC1	-3	-10	8
S=c1[nH]c2ccccc2n1CCc1ccncc1	5	-3	-4
CC(=O)Oc1cccc2c1C(=O)C1CC=CC(OC(C)=O)C1C2=O (configuration not stated)	-13	-1	10
Oc1ccccc1CC=NC1CCCCC1	-6	-8	3
C=C1[C@H](C)CN(S(=O)(=O)C(C)(C)C)[C@H]1CCO	-6	-3	-7
Cc1ccc(-c2cc(-c3ccccc3)no2)c(O)c1	1	8	13
COc1ccc(N=Nc2cc(OC)c(N)cc2OC)cc1	-10	10	24
N=C1C(=O)NC(=O)C1c1ccccc1 (configuration not stated)	-3	1	1
O=[N+]([O-])c1ccc(Oc2cccnc2)c([N+](=O)[O-])c1	-37	-21	-12
Cc1ccc2oc(-c3cccc(NC(=O)c4ccccn4)c3)nc2c1	-2	2	2
COCCCN(C(=O)Cc1ccc(S(=O)(=O)N2CCOCC2)s1)c1c(N)n(Cc2ccccc2)c(=O)[nH]c1=O	-10	-3	11
COc1ccc(C(=O)CSc2nc(=O)n(Cc3cccnc3)c3c2CCC3)cc1	-6	2	-3
O=CNc1cc2c(cc1Br)-c1ccccc1C2O (configuration not stated)	10	-4	1
CCC(=O)NC(=S)Nc1ccc(NC(=S)NC(=O)c2ccccc2)cc1	9	9	23
C#CCN1C=CC(=O)[C@@H](OC(=O)Nc2ccc(OC)cc2)[C@H]1c1ccccc1Br	-11	0	1
O=C1C2C3C=CC(O3)C2C(=O)N1Cc1ccncc1 (configuration not stated)	-10	-4	9
O=C(Nc1ccc(Cl)cc1)NN1CCCCCC1	-6	-1	11
CC(C)CCCCCCCCCCCCC(=O)NCC(=O)NC1C(C)OC(Nc2ncnc3nc[nH]c23)C(O)C1O (configuration not stated)	8	6	26
COc1ccc(C(CNC(=O)c2cc(S(=O)(=O)Nc3cccc(C)c3)ccc2C)N2CCCC2)cc1 (configuration not stated)	0	17	22
COc1ccccc1C(=O)OCCc1ccccc1	-8	-3	8
CC(C)OC(=O)CNc1n[nH]c(=S)[nH]c1=O	-4	8	9
CCOC(=O)CCC(NC(=O)c1ccc(Nc2nc3ccccc3nc2C(=O)OCC)cc1)C(=O)OCC (configuration not stated)	0	2	3
CC(=NNC(=O)c1ccncc1)c1ccc(O)cc1O	4	8	7
O=C(O)COc1ccc(C=C2SC(=S)N(c3ccccc3)C2=O)cc1	1	3	17
